Compound activity from PubChem BioAssay.
Sm TGR inh = blocks Schistosoma mansoni thioredoxin glutathione reductase; purified TGR, DTNB reduction, TNB absorbance 405 nm; Potency, µM (series often up to 114 µM), without a hit: at the top dose activity change, negative = inhibition, actives largely listed as inhibitors; 360,000 tested, 3% active; further: potency means the concentration at half of the fitted maximal effect; nearly all actives have a fitted effect of over 60% in size
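TGR 20 nM + NADPH 100 uM (dispensed conc.), cpd preinc 15 min RT; start with NADPH (500 uM addition) then DTNB (15 mM addition). Kinetic TNB absorbance, 405 nm filter. Four-parameter Hill fit across titration.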
AmpC detergent = blocks E. coli AmpC beta-lactamase in detergent assay; Potency, µM (titrated, usually from 114 µM), inactives show at the top dose activity change, negative = inhibition, usual class: inhibitors; AmpC hydrolysis of nitrocefin, absorbance 480 nm, 0.01% Triton; AID 485294; 370,000 tested, 0.041% active;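 further: potency means the concentration at half of the fitted maximal effect; 0% = no-compound wells and -100% = no-enzyme wells; nearly all actives have a fitted effect of over 25% in size; some results filed as inactive show a strong effect at the top dose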
Target sequence (P00811 whole entry, looked up): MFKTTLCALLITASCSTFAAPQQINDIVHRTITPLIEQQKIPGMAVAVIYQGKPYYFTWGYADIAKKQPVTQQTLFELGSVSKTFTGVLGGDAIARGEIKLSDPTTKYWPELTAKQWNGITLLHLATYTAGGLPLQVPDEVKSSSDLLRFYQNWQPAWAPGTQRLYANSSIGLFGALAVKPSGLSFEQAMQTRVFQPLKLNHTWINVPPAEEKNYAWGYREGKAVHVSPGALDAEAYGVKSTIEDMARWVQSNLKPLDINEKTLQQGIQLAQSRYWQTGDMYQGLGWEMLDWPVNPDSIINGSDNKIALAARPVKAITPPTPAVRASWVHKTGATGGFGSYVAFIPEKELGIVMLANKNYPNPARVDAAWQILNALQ
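20 mM phosphate pH 7.0 + 0.01% (detergent screen) or 0.0001% Triton X-100; 5.3 nM AmpC reagent; cpd preinc 15 min RT; nitrocefin (800 uM stock) to start; A480 q20 s × 4 min; Activity was normalised to no-enzyme and no-compound control wells.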
FBPA Giardia inh = blocks Giardia fructose-bisphosphate aldolase activity. AID 2451. 290,000 tested, 0.71% active. Potency, µM (highest dose often 59.6 µM), without a hit: top-dose activity, negative = inhibition, usual class: inhibitors. A8B2U2. purified Giardia FBPA; further: potency means the concentration at half of the fitted maximal effect; nearly all actives have a fitted effect of over 55% in size
Target sequence (A8B2U2 whole entry, looked up): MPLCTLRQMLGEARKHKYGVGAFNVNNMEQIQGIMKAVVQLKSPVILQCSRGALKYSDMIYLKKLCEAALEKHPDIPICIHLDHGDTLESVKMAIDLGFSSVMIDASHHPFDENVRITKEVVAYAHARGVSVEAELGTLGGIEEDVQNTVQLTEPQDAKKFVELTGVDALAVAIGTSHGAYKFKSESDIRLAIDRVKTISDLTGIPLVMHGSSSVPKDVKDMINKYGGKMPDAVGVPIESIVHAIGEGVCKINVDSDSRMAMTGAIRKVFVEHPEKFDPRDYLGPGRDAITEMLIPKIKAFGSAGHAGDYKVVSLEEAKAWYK
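40 nM FBPA preincubated 10 min at RT with compound (up to 57.5 uM final), then substrate plus GAPDH/TPI/NAD/arsenate coupling and diaphorase/resazurin added. Fluorescence read after 20 min at RT, 525/598 nm.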
AMA1 RON2 block = disrupts binding of P. falciparum AMA1 to RON2 | AlphaScreen AMA1-biotinylated RON2 peptide binding | Potency, µM (highest dose often 58.2 µM), for the others: at the top dose activity change, negative = inhibition, hits mostly inhibitors | 360,000 tested, 0.2% active;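 further: potency means the concentration at half of the fitted maximal effect; 0% = vehicle wells and -100% = peptide control; nearly all actives have a fitted effect of over 45% in size; some results filed as inactive show a strong effect at the top dose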
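AMA1 (3D7) with his tag at 25 nM final met compounds first, then biotinylated RON2 peptide at 25 nM; detection used donor plus acceptor beads, 10 µg/mL apiece, read by AlphaScreen after 30 min at room temperature.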
HCV inhibitor = blocks hepatitis C virus; Huh7.5.1 HCVcc-Cre infection, luciferase reporter, 44 h; Potency, µM (series often up to 41.8 µM), for the others: at the top dose activity change, negative = inhibition, usual class: inhibitors; 340,000 tested, 3.4% active; further: potency means the concentration at half of the fitted maximal effect
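Whole-lifecycle infectious HCVcc-Cre system; cells 1,000/well, compound then virus (~0.5 moi) added 4 h after plating, 44 h culture. Luciferase read 15 sec following 15 min substrate incubation, room temp.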
HCMV antiviral = human cytomegalovirus inhibition | AID 1259415 | activity change, negative = inhibition, % at 57.5 µM | HFF cells, HCMV-luciferase reporter, 72 h; hits give low values | 410,000 tested, 4.5% active; in the data active means activity change below about -60%; inconclusive means no clear call, values can overlap the other calls; inactive means above about -39%
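Steps: HFFs plated, 16 h 37C; compounds added; HCMV-luciferase added to MOI 1 PFU/cell; 72 h 37C; OneGlo reagent, 5 min room temperature; luminescence read, normalized to controls.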
Active calls of the source: *; u = inconclusive; x = no result given; [ ] = another dose, or the depositor's remark. Unless noted, the call rests on the fitted dose curve; in most records, active means well fitted curve in the direction sought with a large enough effect; inconclusive means small, poorly fitted or top-dose-only effect, or another doubt; inactive means no such curve, though single readings can be large; an effect the other way counts as inactive or inconclusive. Unless noted, on the % scale 0 is the no-effect control and ±100 the full control effect.

(1) CCC[C@H]1COCCS(=O)(=O)N1Cc1ccccc1
(2) CS(=O)(=O)N(CC(=O)O)c1cccc(Cl)c1
(3) CC(=O)NC(=O)NC1CSCC1OC(C)=O (centres undefined)
(4) CC[n+]1ccccc1/C=C/Nc1ccccc1
(5) Cc1cccc(OCCNc2nc3c(c(=O)n(C)c(=O)n3C)n2C)c1
(6) CCCCSc1nnc2n(-c3cccc(C)c3)c(=O)c3c4c(sc3n12)CCCC4
(7) Cc1cccc(N(CC(N)=O)C2SC(=O)NC2=O)c1 (centres undefined)
(8) O=C(Nc1ccc(S(=O)(=O)N2CCCC2)cc1)C1COc2ccccc2O1 (centres undefined)

Assay by compound | 1 | 2 | 3 | 4 | 5 | 6 | 7 | 8
Sm TGR inh | 2% | 5% | -1% | -4% | -12% | -11% | 6% | -11%
AmpC detergent | -11% | -5% | -7% | 2% | -9% | -1% | -12% | -6%
FBPA Giardia inh | 10% | 7% | 0% | 0% | 3% | x | -8% | 0%
AMA1 RON2 block | 5% | 14% | -2% | -3% | 0% | x | 2% | -6%
HCV inhibitor | 5% | u | 13% | 17% | 6% | x | 26% | u
HCMV antiviral | -28 | -35 | 1 | 1 | u | -38 | -7 | -16

(9) CCc1nnc(NC(=O)C2CCN(C(=O)c3ccccc3C)CC2)s1
(10) CCCCN1CCNC[C@H]1Cc1ccc(O)cc1
(11) COc1ccc(CNC(=O)Cn2nc(C)c3nn(-c4ccc(Cl)cc4)c(C)c3c2=O)cc1
(12) Cc1nc2ccccc2c(=O)n1/N=C/c1ccccc1OC(F)F
(13) COc1ccc(-n2cnnc2SCC(=O)Nc2ccc(N3CCOCC3)cc2)cc1
(14) COc1ccccc1Nc1nc(N)nc(CSc2nncn2C)n1
(15) COc1ccc(CNC(=O)c2ccc3c(c2)nc2n3CCOC2)c(OC)c1
(16) O=C(/C=C/c1ccco1)NC(=S)Nc1cc(-c2nc3ccccc3s2)ccc1Cl

Assay by compound | 9 | 10 | 11 | 12 | 13 | 14 | 15 | 16
Sm TGR inh | 1% | -1% | -1% | 4% | -25% | u | 2% | u
AmpC detergent | -5% | u | 2% | -13% | 0% | -10% | -1% | u
FBPA Giardia inh | x | x | x | 3% | -11% | 3% | x | 0%
AMA1 RON2 block | 12% | 17% | x | 13% | -22% | -3% | x | 6%
HCV inhibitor | 15% | -8% | x | -8% | -3% | u | x | -1%
HCMV antiviral | 18 | -11 | -34 | 42 | -9 | 24 | 3 | 280

(17) CC(=O)Nc1ccc(S(=O)(=O)N2CCN(C(=O)N3CCOCC3)CC2)cc1
(18) CCOC(=O)CSC1=C(C#N)C(=O)NC(c2ccc(OC)c(OC)c2)S1 (centres undefined)
(19) Cc1cc(C(=O)CN2CC(C)OC(C)C2)c(C)n1-c1ccccc1 (centres undefined)
(20) Cc1[nH]n(-c2ccccc2)c(=O)c1N=Nc1ccc(C#N)cc1
(21) COCCN(C(C)=O)c1nnc(-c2cnccn2)s1
(22) O=C(CSc1nc(-c2ccccc2)cc(=O)[nH]1)NCc1ccc2c(c1)OCO2
(23) COc1ccc(-c2ccc(/C=C(\NC(=O)c3ccccc3)C(=O)N3CCOCC3)o2)cc1
(24) C#CCOc1ccc2c3c(c(=O)oc2c1)CCCC3

Assay by compound | 17 | 18 | 19 | 20 | 21 | 22 | 23 | 24
Sm TGR inh | 1% | -2% | 45µM* | -13% | 0% | -5% | 0%[57.1 µM] | 1%
AmpC detergent | -2% | -15% | u | -2% | -10% | -1% | -2% | -9%
FBPA Giardia inh | 3% | u | -8% | 5% | -4% | -7% | 3% | -7%
AMA1 RON2 block | 2% | -4% | -10% | -8% | -11% | 9% | -13% | -8%
HCV inhibitor | 18% | 13% | -14% | 10% | 3% | 0% | -25% | -26%
HCMV antiviral | -27 | 7 | 42 | 2 | -25 | -4 | -63* | 17

(25) Cc1oc2c(c(C)cc3oc(=O)c(CC(=O)N[C@@H](CC(C)C)C(=O)O)c(C)c32)c1C
(26) O=C(c1ccc([N+](=O)[O-])s1)N1CCc2ccccc21
(27) COc1ccc(NC(=O)C2CC(=O)N/C(=N/N=C/c3ccccc3)S2)cc1 (centres undefined)
(28) CC(=O)N1Cc2cnnn2-c2ccccc2C1(C)C#N (centres undefined)
(29) O=C(O)c1cc(C(=O)O)cc(N2C(=O)CSC2=S)c1
(30) C/C(Cc1ccccc1)=N\NC(=O)c1cccnc1
(31) O=P1(NC2CCCC2)COc2ccccc2OC1
(32) CCOc1ccc(C(=O)c2cn(CC(=O)Nc3ccc(F)cc3)c3cc4c(cc3c2=O)OCO4)cc1

Assay by compound | 25 | 26 | 27 | 28 | 29 | 30 | 31 | 32
Sm TGR inh | -20% | -9% | 0% | x | 6% | 5% | 0% | -11%
AmpC detergent | -6% | u | -5% | x | 0% | -6% | -2% | -8%
FBPA Giardia inh | 11% | 7% | 3% | x | -26% | 4% | -5% | x
AMA1 RON2 block | 11% | 14% | 5% | 4% | 15% | 29% | -9% | x
HCV inhibitor | 10% | u | 28% | 7%[8.37 µM] | -14% | 1% | 10% | x
HCMV antiviral | -18 | 22 | -15 | -8 | 0 | 13 | 21 | 8

(33) CCC1(CC(C)C)SC(N)=NC1=O (centres undefined)
(34) NS(=O)(=O)c1ccc(CCNC(=O)CNC(=O)c2ccccc2Br)cc1
(35) COc1ccc(-c2nc3ncccc3n2O)cc1
(36) S=C(Nc1ccccc1)Nc1nc2ccccc2n1CCOc1ccc(Br)cc1
(37) CCc1ccc(-c2nc(-c3cc4ccccc4oc3=O)sc2C)cc1
(38) COc1ccc2c(c1)[nH]c1c(=O)n(/N=C/c3ccc(OC)c(COc4ccccn4)c3)cnc12
(39) Cc1nc2ccc(S(=O)(=O)NC(C(=O)Nc3nccs3)C(C)C)cc2s1 (centres undefined)
(40) CSC1=N/C(=C\c2ccc(Cl)cc2)C(=O)N1N(C)C

Assay by compound | 33 | 34 | 35 | 36 | 37 | 38 | 39 | 40
Sm TGR inh | x | 4% | 9% | 1% | -22% | -1% | 7% | 1%
AmpC detergent | x | -7% | 0% | -12% | 12% | -4% | 6% | u
FBPA Giardia inh | x | -9% | -29% | -15% | x | 0% | 2% | 3%
AMA1 RON2 block | 2% | 2% | -9% | -16% | x | 11% | 20% | 9%
HCV inhibitor | 23% | 9% | 9% | u | x | -2% | 4% | 11%
HCMV antiviral | 0 | -17 | x | 55 | 5 | 45 | -3 | -6

Excerpt: entries 27–37
(27) COc1ccc(NC(=O)C2CC(=O)N/C(=N/N=C/c3ccccc3)S2)cc1 (centres undefined)
(28) CC(=O)N1Cc2cnnn2-c2ccccc2C1(C)C#N (centres undefined)
(29) O=C(O)c1cc(C(=O)O)cc(N2C(=O)CSC2=S)c1
(30) C/C(Cc1ccccc1)=N\NC(=O)c1cccnc1
(31) O=P1(NC2CCCC2)COc2ccccc2OC1
(32) CCOc1ccc(C(=O)c2cn(CC(=O)Nc3ccc(F)cc3)c3cc4c(cc3c2=O)OCO4)cc1
(33) CCC1(CC(C)C)SC(N)=NC1=O (centres undefined)
(34) NS(=O)(=O)c1ccc(CCNC(=O)CNC(=O)c2ccccc2Br)cc1
(35) COc1ccc(-c2nc3ncccc3n2O)cc1
(36) S=C(Nc1ccccc1)Nc1nc2ccccc2n1CCOc1ccc(Br)cc1

Assay by compound | 27 | 28 | 29 | 30 | 31 | 32 | 33 | 34 | 35 | 36
Sm TGR inh | 0% | x | 6% | 5% | 0% | -11% | x | 4% | 9% | 1%
AmpC detergent | -5% | x | 0% | -6% | -2% | -8% | x | -7% | 0% | -12%
FBPA Giardia inh | 3% | x | -26% | 4% | -5% | x | x | -9% | -29% | -15%
AMA1 RON2 block | 5% | 4% | 15% | 29% | -9% | x | 2% | 2% | -9% | -16%
HCV inhibitor | 28% | 7%[8.37 µM] | -14% | 1% | 10% | x | 23% | 9% | 9% | u
HCMV antiviral | -15 | -8 | 0 | 13 | 21 | 8 | 0 | -17 | x | 55

(37) CCc1ccc(-c2nc(-c3cc4ccccc4oc3=O)sc2C)cc1

Assay by compound | 37
Sm TGR inh | -22%
AmpC detergent | 12%
FBPA Giardia inh | x
AMA1 RON2 block | x
HCV inhibitor | x
HCMV antiviral | 5

(listing goes on)
(41) CN(C)/C=C/C(=O)c1ccc(C(F)(F)F)cc1F
(42) CCN(CC)c1ccc(CNc2nnnn2C)cc1
(43) NNc1nc2c(Cl)c(Cl)ccc2s1
(44) COc1cccc(C(=O)NCC2CCCN2S(=O)(=O)c2ccccc2)c1 (centres undefined)
(45) Cc1cc(C)cc(OCC(=O)NN2Cc3ccccc3C2=N)c1
(46) O=[N+]([O-])c1ccccc1S(=O)(=O)N1CCN(C2CCCC2)CC1
(47) COC(=O)c1ccc(NC(=O)CN2C(=O)CCC2=O)cc1
(48) COc1ccc(-c2nc3ccccc3s2)cc1NC(=O)COc1cccc(C)c1

Assay by compound | 41 | 42 | 43 | 44 | 45 | 46 | 47 | 48
Sm TGR inh | 43%[activator] | 10% | 0% | -11% | 7% | 18% | 1% | -6%
AmpC detergent | 12% | 0% | u | -11% | 6% | 2% | 0% | 24%
FBPA Giardia inh | 0% | 2% | -20% | x | -11% | x | 0% | x
AMA1 RON2 block | 13% | 14% | 34%[activator] | 5% | -5% | -3% | -3% | x
HCV inhibitor | 21% | 16% | 6% | 3% | 20% | x | 16% | x
HCMV antiviral | -23 | -12 | 167 | -9 | u | u | -3 | 84

(49) CCOc1ccc(S(=O)(=O)N2CCN(c3cccc(C(F)(F)F)c3)CC2)cc1OCC
(50) COc1ccc(CNC(=O)C(C)N2CCN(S(=O)(=O)c3ccccc3F)CC2)cc1 (centres undefined)
(51) O=C(NC1CCCCC1)C(c1ccccc1)N(C(=O)c1csnn1)C1CCCC1 (centres undefined)
(52) O=C(CSC1=Nc2ccccc2C2=NC(Cc3ccccc3)C(=O)N12)Nc1ccccc1F (centres undefined)
(53) CCOc1cccc2sc(N(CCCN(C)C)C(=O)c3ccc(S(=O)(=O)N4CCc5ccccc5C4)cc3)nc12
(54) C=CCn1c(SCC(=O)NCc2ccco2)nc2sc(C)c(C)c2c1=O
(55) CCN(CC)c1ccc(/C=N/Nc2nc(C)cc(=O)[nH]2)cc1
(56) O=C(COc1ccc(-c2ccccc2)cc1)N/N=C/c1ccccc1Br
(57) CCCn1cc(SCC(=O)NCc2ccco2)c2ccccc21
(58) COc1ccc(C)cc1N(C(=O)c1snc(C(N)=O)c1N)C(C(=O)NC1CCCC1)c1ccc(F)cc1 (centres undefined)

Assay by compound | 49 | 50 | 51 | 52 | 53 | 54 | 55 | 56 | 57 | 58
Sm TGR inh | 5% | -9% | -2% | 3% | 3% | x | 0% | 21% | u | -11%
AmpC detergent | -4% | 0% | u | 2% | -5% | x | -4% | -1% | -10% | 4%
FBPA Giardia inh | x | x | 4% | x | -1% | x | -1% | -10% | -2% | -9%
AMA1 RON2 block | x | 3%[11.6 µM] | -4% | x | -2% | 5% | 23% | 35%[activator] | -3% | 2%
HCV inhibitor | x | 2% | -10% | x | -21% | -29% | -13% | -10% | u | u
HCMV antiviral | 7 | -22 | 9 | 5 | -68* | -18 | -15 | 8 | -6 | -31
